From PubChem
ROMK primary = ROMK potassium channel modulators, primary screen, cell-based, thallium flux, MLSMR library; ATP-sensitive inward rectifier potassium channel 1 (Homo sapiens), P48048; Tet-inducible ROMK, thallium flux fluorescence; actives lie on both sides; B-score at 10 µM; 130,000 tested, 2% active; AID 1918, 2009;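 active means signal ratio slope over the read window, or its plate-corrected B-score, at least 3 SD from the plate mean, either direction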;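 further: B-score of the F/F0 ratio slope over 7 to 12 s after thallium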
Target sequence (P48048 whole entry, looked up): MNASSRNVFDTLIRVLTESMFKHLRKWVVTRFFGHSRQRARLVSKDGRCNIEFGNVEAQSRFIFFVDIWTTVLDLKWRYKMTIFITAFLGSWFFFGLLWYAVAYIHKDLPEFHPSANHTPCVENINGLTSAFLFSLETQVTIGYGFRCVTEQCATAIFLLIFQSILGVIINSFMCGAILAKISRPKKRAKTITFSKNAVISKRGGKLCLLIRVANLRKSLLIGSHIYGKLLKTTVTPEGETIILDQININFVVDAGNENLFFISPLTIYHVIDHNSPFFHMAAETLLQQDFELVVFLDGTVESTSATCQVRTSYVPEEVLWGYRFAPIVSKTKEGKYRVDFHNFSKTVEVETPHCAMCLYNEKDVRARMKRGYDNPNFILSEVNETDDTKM
TLR4-MyD88 BLA = inhibitors of TLR4-MyD88 association in cells, primary screen, cell-based, HeLa CL3-4, BLA complementation, FRET ratio; HeLa CL3-4 TLR4/MyD88 BLA complementation; inhibition, % at 8.4 µM; 200,000 tested, 0.18% active; in the data active means inhibition above about 25%;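 further: 0% = vehicle and 100% = reference inhibitor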
bIAP activator = bovine intestinal alkaline phosphatase activators, primary screen, biochemical, bovine IAP, CDP-star luminescence; purified bovine IAP, 30 min; active compounds read high; fold of DMSO-control signal, blank-subtracted; activation factor at 20 µM; 200,000 tested, 0.17% active; AID 1016, 2008;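 active means activation factor of 2 or more at 20 µM, a signal rise over negative controls twice the positive control's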
PPARg SRC3 recr = PPARgamma agonists recruiting SRC-3 coactivator, primary screen, biochemical | Peroxisome proliferator-activated receptor gamma (Homo sapiens), P37231 | biochemical PPARgamma/SRC-3 coactivator recruitment assay | activation, % at 8 µM | 200,000 tested, 0.26% active | AID 731, 2007; in the data active means activation above about 23%;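 further: 0% = DMSO and 100% = reference agonist; some compounds past the cut are filed as inactive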
SRC2 TRFRET art = TR-FRET signal artefacts, primary screen, artefact control for PPARgamma SRC-2 agonist project, biochemical; AID 1049, 2008; TR-FRET ratio at 8 µM; TR-FRET artefact counter-screen; active compounds read high; 200,000 tested, 0.4% active; in the data active means TR-FRET ratio above about 2000; further: inactives centre near 1500
bIAP inhibitor = bovine intestinal alkaline phosphatase inhibitors, primary screen, selectivity assay for TNAP inhibitor project, biochemical, bovine IAP, CDP-star luminescence. inhibition, % at 20 µM. purified bovine IAP, 30 min. 190,000 tested, under 10 active;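 active means over 50% inhibition of intestinal alkaline phosphatase at 20 µM in the single-dose screen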
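Assay system: bovine IAP enzyme; medium: DEA buffer 100 mM, pH 9.8, with MgCl2 1.0 mM, ZnCl2 0.02 mM; doses: 20 µM single dose; incubation: enzyme reaction for 30 min at room temperature; detection: CDP-star luminescence signal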
S1P3 antagonist = S1P3 receptor antagonists, primary screen, cell-based; Sphingosine 1-phosphate receptor 3 (Homo sapiens), Q99500; CHO S1P3 NFAT-BLA reporter, FRET fluorescence, antagonist mode; inhibition, % at 4.98 µM; 170,000 tested, 0.27% active; AID 485, 2006;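 active means inhibition above the plate cutoff, the mean inhibition of test wells on that plate plus 3 SD, cut at about 28% in these data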;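 further: cells challenged with S1P at its EC80 of 0.8 µM; blue over green emission ratio from cleaved BLA substrate after 4 h stimulation; 0% = S1P-stimulated wells and 100% = unstimulated DMSO-only wells; some compounds past the cut are filed as inactive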
Target sequence (Q99500 whole entry, looked up): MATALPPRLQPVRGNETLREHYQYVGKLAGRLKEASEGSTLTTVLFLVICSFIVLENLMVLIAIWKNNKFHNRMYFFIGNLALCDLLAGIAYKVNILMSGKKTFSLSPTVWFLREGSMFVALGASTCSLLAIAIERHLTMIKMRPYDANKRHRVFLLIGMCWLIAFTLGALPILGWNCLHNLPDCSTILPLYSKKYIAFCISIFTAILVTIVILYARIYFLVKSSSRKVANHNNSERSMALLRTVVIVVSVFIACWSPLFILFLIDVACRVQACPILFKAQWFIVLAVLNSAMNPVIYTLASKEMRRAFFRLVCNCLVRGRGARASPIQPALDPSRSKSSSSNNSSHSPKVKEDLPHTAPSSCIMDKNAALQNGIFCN
PPARg SRC-2 ag = agonists of PPARg-SRC-2 recruitment, primary screen, biochemical, HTS; PPARgamma LBD-SRC-2 recruitment; 200,000 tested, 0.34% active; activation, % at 8 µM; in the data active means activation above about 22%;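 further: 0% = vehicle and 100% = reference agonist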
Redox H2O2 prof = compounds producing H2O2 with reducing agent – biochemical, NIH compound library profiling, artefact control for MLSCN library redox annotation, primary screen | DTT-dependent redox cycling H2O2, phenol red/HRP absorbance; 100% = 100 µM peroxide control, 0% = buffer | activation, % at 10 µM | 200,000 tested, 0.03% active | AID 878, 2007;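 active means activation of at least 50% relative to the plate's high and low controls in the primary single-dose screen; inactive means activation below 50%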;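 further: compound incubated with DTT at 0.8 mM final as the reducing agent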
PPARg SRC1 recr = PPARgamma agonists recruiting SRC-1 coactivator, primary screen, biochemical | PPARgamma-SRC-1 coactivator recruitment biochemical assay | activation, % at 8 µM | 200,000 tested, 0.41% active | AID 631, 2007; in the data active means activation above about 19%;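 further: 0% = DMSO and 100% = reference agonist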
L major viab = Leishmania major promastigote growth inhibition, primary screen | Leishmania major promastigotes, resazurin fluorescence viability | inhibition, % at 10 µM | 200,000 tested, 9% active | AID 1063, 2008; in the data active means inhibition above about 50%;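 further: promastigotes grown with compound for 44 hours at 28 °C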
Starred values were filed as active, the others as inactive; / = not tested or not shown; & = joins results of further samples.

SMILES | ROMK primary | TLR4-MyD88 BLA | bIAP activator | PPARg SRC3 recr | SRC2 TRFRET art | bIAP inhibitor | S1P3 antagonist | PPARg SRC-2 ag | Redox H2O2 prof | PPARg SRC1 recr | L major viab
Cc1cccc(N2CCN(C(=O)Cn3cccc3)CC2)c1C | / | 1 | 0.9 | -3 | 1590 | 7 | 16 | -1 | -0.9 | 4 | 3
COc1cc(NS(=O)(=O)c2ccc(NC(=S)NC(=O)c3sc4cc(F)ccc4c3Cl)cc2)nc(OC)n1 | / | -6 | 1.1 | 1 | 1788 | -9 | 10 | 3 | 0.2 | 5 | -9
COCCOC(=O)C1=C(C)NC(=O)NC1c1cn(-c2ccccc2)nc1-c1cccs1 (stereo not given) | 0.0072 | 9 | 1 | 6 | 1720 | -1 | -6 | 3 | 0.3 | 5 | -2
Cc1cccc(C(=O)N2CCCN(C(=O)c3cccc(C)c3)CC2)c1 | -0.22 | -9 | 1.1 | -7 | 1542 | -10 | / | 4 | 0.1 | 5 | 0
CN1CCN(c2ccc(NC(=O)c3cccs3)cc2)CC1 | -0.56 | -17 | 1.2 | 5 | 1532 | -16 | -14 | 10 | -0.2 | 2 | -1
Cc1cccc(OCc2nnc(SCC(=O)N3CCCC3)n2C)c1 | 0.44 | 1 | 1 | -10 | 1485 | -4 | -18 | 5 | 3.4 | -11 | -5
CCOC(=O)C1CCN(C=Nc2cc(C)on2)CC1 | 0.011 | -2 | 0.9 | -6 | 1384 | 7 | -5 | -1 | 2.0 | 0 | -8
O=C(CSc1nnc(-c2cccs2)n1-c1ccccc1)Nc1ccccc1 | / | 15 | 0.9 | 31* | 1837 | 12 | 1 | 64* | -0.5 | 46* | 0
Cc1ccc(SCCC(=O)NC(C)C)cc1 | 0 | -19 | 1.1 | 3 | 1571 | -15 | / | 5 | -0.7 | 4 | -2
Cc1cc2c3c(c1)C1(C(=O)N3C(C)(C)CC2C)C(C#N)=C(N)OC2=C1C(=O)CC(C)(C)C2 (stereo not given) | -1.1 | -2 | 0.9 | -9 | 1540 | 13 | / | 5 | 1.1 | -4 | 3
COc1cc(C)ccc1N(CCCN1C(=O)c2cccc3cccc(c23)C1=O)C(=O)c1cccs1 | / | -6 | 0.5 | 0 | 1685 | 47 | 0 | 1 | 0.9 | 6 | 29
Clc1ccc(-c2nnc(SCc3nc4ccccc4[nH]3)o2)c(Cl)c1 | / | -9 | 0.8 | 5 | 1635 | 24 | / | 4 | 1.4 | 8 | -3
CCCCNC(=O)N(c1c(N)n(Cc2ccccc2)c(=O)[nH]c1=O)C1CCCC1 | -1.1 | -9 | 1.1 | 5 | 1676 | -6 | -1 | -1 | -0.2 | 6 | -1
CCc1ccc(C2(C)SC(NC(C)=O)=NN2C(C)=O)cc1 (stereo not given) | -0.69 | -14 | 1 | -10 | 1484 | 2 | / | -6 | 0.2 | -2 | -1
CCC(Oc1ccccc1)C(=O)NC1C(=O)N2C1SC(C)(C)C2C(=O)O (stereo not given) | 0.43 | 7 | 1 | -3 | 1624 | -3 | -1 | -3 | 0.4 | 9 | -5
O=C(O)C1CCCCC1C(=O)NCc1ccccn1 (stereo not given) | 0.17 | -4 | 1.1 | 4 | 1773 | -6 | 8 | 0 | -0.1 | 11 | -4
Cc1[nH]n2c(=O)c3c(nc2c1-c1ccccc1)CCCC3 | 0.43 | 0 | 1.2 | -6 | 1541 | -17 | 2 | -4 | 0.5 | 4 | 99*
COc1ccc(-c2nnc(-c3ccc(Br)o3)o2)cc1OC | -0.21 | -11 | 0.2 | 12 | 1716 | / | 22 | 13 | -1.2 | 1 | 3
O=C(O)CC1COc2ccccc2N1C(=O)c1ccccc1Cl (stereo not given) | 0.57 | -3 | 0.9 | 4 | 1536 | 10 | -7 | 6 | -1.3 | 0 | -2
Cc1[nH]n2c(=O)c3c(nc2c1-c1ccc(Cl)cc1)CCC3 | -1.5 | -8 | 0.9 | -4 | 1511 | 8 | / | 5 | -0.1 | -5 | 99*
Cn1c(=O)[nH]c(=O)c2c1nc1n2CCN1Cc1ccccc1 | / | -6 | 0.9 | -2 | 1462 | 6 | / | -2 | -7.9 | 1 | 2
O=S(=O)(NCC(c1cccnc1)N1CCN(c2ccccc2)CC1)c1cccs1 (stereo not given) | 0.16 | 8 | 1.2 | 3 | 1538 | -16 | / | 1 | 0.1 | -2 | 89*
N#Cc1c[nH]n2c(=O)cc(Cc3ccccc3)nc12 | / | -6 | 1 | -6 | 1645 | 0 | 3 | 2 | 2.9 | 12 | -3
Oc1ccccc1C1=NOC(O)(C(F)F)C1 (stereo not given) | / | 5 | 1.1 | 2 | 1605 | -8 | / | -2 | 10 | 1 | -5
O=S(=O)(NCc1ccccc1)c1cnc[nH]1 | / | -8 | 1 | -4 | 1559 | 1 | 27 | -1 | 1.4 | 6 | -8
Cc1ccc(CSc2ncnc3c2cnn3-c2ccc(C)cc2)cc1 | 1.2 | 0 | 0.9 | 2 | 1662 | 15 | 6 | -6 | 0.1 | 2 | 0
O=C1CC(c2ccco2)Cc2c1cnn2-c1nc2ccccc2s1 (stereo not given) | -0.012 | -1 | 0.9 | 9 | 1571 | 13 | 12 | 10 | 0.4 | 4 | -7
Nc1c(Cl)ncnc1NCCO | 0.28 | -10 | 0.9 | -5 | 1571 | 6 | -4&-15 | 5 | 2.9 | 1 | -6
COc1ccc(-n2c(SCC(=O)C(C)(C)C)nc3ccsc3c2=O)cc1 | 0.18 | 3 | 1.2 | -6 | 1403 | -20 | -13 | 1 | -0.2 | -3 | 2
O=[N+]([O-])c1ccc(-n2cnc3ccccc32)c([N+](=O)[O-])c1 | -0.036 | -4 | 1 | 3 | 1517 | -1 | 14 | 5 | 1.0 | 7 | 100*
CC1Cc2cccc3c(O)c(C(=O)c4nn[nH]n4)c(=O)n1c23 (stereo not given) | 0.83 | -2 | 0.9 | 2 | 1447 | 9 | 5 | -3 | 0.4 | -2 | 47
CC(C)CCNC(=O)CN(C(=O)Cn1nnc(-c2ccccc2F)n1)c1cccc2c1CCCC2 | / | -6 | 1.8 | -8 | 1528 | -84 | / | -2 | 0.9 | -4 | 3
Cc1ccc(NC(=O)CN2C(=O)CSC2=O)cc1 | / | -1 | 0.9 | 1 | 1528 | 13 | / | 2 | 0.2 | -4 | -2
COc1ccc2oc(=O)c(C(=O)N3CCN(c4ccccc4)CC3)cc2c1 | 0.97 | -11 | 1 | -12 | 1411 | -4 | -30 | -3 | 0.1 | -2 | -4
O=C1c2ccccc2S(=O)(=O)N1CC1CC(c2ccccc2)=NO1 (stereo not given) | 2.1* | -7 | 0.9 | 16 | 1633 | 7 | 15 | 3 | -0.9 | -2 | 2
COCCCNC(=S)N1CCN(c2ccccc2)CC1 | -0.77 | 13 | 1 | 0 | 1568 | 2 | -1 | -2 | 0.2 | -7 | -2
CCCCCCC(=O)Nc1nc(C)c(-c2csc(Nc3cc(OC)ccc3OC)n2)s1 | / | -6 | 0.9 | 12 | 1760 | 11 | / | 9 | -6.6 | 0 | 71*
CC(C)(C)C(=O)NC(=S)NNC(=O)c1ccc(-c2ccccc2)cc1 | 6.1* | -4 | 1.2 | 5 | 1402 | -16 | 6 | 1 | -0.5 | -2 | 97*
COC(=O)c1ccsc1NC(=O)CSc1nnnn1-c1ccccc1SC | -0.0068 | 8 | 1 | 1 | 1759 | 3 | 10 | -3 | 0.3 | 6 | 49
COc1ccc(-c2nnc3n(CCc4ccccc4)c(=O)c4ccccc4n23)cc1OC | / | -7 | 1 | -4 | 1403 | 1 | -16 | -1 | 0.5 | 8 | 24
Cc1cc2ccccc2n1CCNC(=O)Cc1cccc2ccccc12 | / | -5 | 1 | 0 | 1401 | -2 | / | -8 | -0.9 | 1 | 21
N#CCCn1c(SCC(=O)N2CCN(S(=O)(=O)c3ccccc3)CC2)nc2ccccc21 | -0.29 | 4 | 1 | 2 | 1634 | 2 | -26 | 5 | -0.8 | 8 | -2
Cc1oc(-c2cccs2)nc1CN1CCN(CCC(C)C)C(CCO)C1 (stereo not given) | -0.2 | 8 | 1.1 | 0 | 1553 | -8 | -8 | 0 | -0.3 | 3 | 84*
COCC1CCCCN1Cc1cn[nH]c1-c1ccc2cc(OC)ccc2c1 (stereo not given) | -1.5 | -2 | 1.1 | 2 | 1590 | -13 | 7 | 7 | -0.1 | 7 | 0
O=C(O)c1cccc(COCC(F)(F)C(F)F)c1 | 0.11 | -2 | 1 | 3 | 1373 | 3 | -24 | -1 | 1.2 | 0 | -11
Cc1cccc[n+]1C1C(c2ccc([N+](=O)[O-])cc2)C(C#N)=C(C(=C=[N-])C#N)NC1(O)C1CC1 (stereo not given) | / | -16 | 1 | -1 | 1373 | 2 | -10 | -5 | -0.3 | -5 | 7
O=C(NC(=S)N(Cc1ccccc1)c1ccccn1)C1CCCCC1 | / | 8 | 1 | 2 | 1552 | 4 | -6 | 5 | 0.6 | 0 | -6
O=C(NCc1ccc2c(c1)OCO2)C1CCN(Cc2cnn(-c3ccccc3)c2-n2cccc2)CC1 | -1.8 | -3 | 2.1* | 10 | 1714 | -114 | / | 8 | 0.0 | 2 | 1

Marked active in ROMK primary, of those listed so far:
Structure | ROMK primary | TLR4-MyD88 BLA | bIAP activator | bIAP inhibitor | S1P3 antagonist | PPARg SRC-2 ag | Redox H2O2 prof | PPARg SRC1 recr
O=C1c2ccccc2S(=O)(=O)N1CC1CC(c2ccccc2)=NO1 (stereo not given) | 2.1* | -7 | 0.9 | 7 | 15 | 3 | -0.9 | -2
CC(C)(C)C(=O)NC(=S)NNC(=O)c1ccc(-c2ccccc2)cc1 | 6.1* | -4 | 1.2 | -16 | 6 | 1 | -0.5 | -2

Structures shown so far that contain a nitro group on carbon, in the order listed:
SMILES | ROMK primary | TLR4-MyD88 BLA | bIAP activator | PPARg SRC3 recr | SRC2 TRFRET art | bIAP inhibitor | S1P3 antagonist | PPARg SRC-2 ag | Redox H2O2 prof | PPARg SRC1 recr | L major viab
O=[N+]([O-])c1ccc(-n2cnc3ccccc32)c([N+](=O)[O-])c1 | -0.036 | -4 | 1 | 3 | 1517 | -1 | 14 | 5 | 1.0 | 7 | 100*
Cc1cccc[n+]1C1C(c2ccc([N+](=O)[O-])cc2)C(C#N)=C(C(=C=[N-])C#N)NC1(O)C1CC1 (stereo not given) | / | -16 | 1 | -1 | 1373 | 2 | -10 | -5 | -0.3 | -5 | 7
